Compound activity from PubChem.
GLP-1R agonist – agonists of human GLP-1 receptor. P43220. HEK293 GLP-1R CRE-luciferase, luminescence, 4-6 h; cells express a hypersensitive GLP-1R form. Potency, µM (top dose mostly 45.6 µM), inactives show at the top dose activation, usual class: activators. 0.007% of 380,000 active; also: potency is read from the fitted curve at half-maximal effect; % of control where 0% means no effect
HEK293 tox – cytotoxicity counter-screen for GLP-1 receptor inverse agonists; HEK293 cAMP-luciferase reporter cells, luminescence, 24 h; Potency, µM (top dose mostly 38.3 µM), inactives show top-dose activity change, negative = inhibition, actives largely listed as inhibitors; 0.13% of 410,000 active;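 also: loss of luciferase light is scored as toxicity; potency is read from the fitted curve at half-maximal effect; % is scaled to controls: 0 for no effect and ±100 for the full control effect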
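Step one: seed cells (200 cells/uL, DMEM with 10% Nu serum, 1% pen-strep). Step two: 12-hour incubation at 37 deg C. Step three: pin 23 nL compound, incubate 24 hr. Step four: add luciferase reagent, read luminescence 12 min later.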
PLK1 PBD inh – blocks phosphopeptide binding to human PLK1 polo-box domain. P53350. Plk1 PBD binding of FITC phosphopeptide, fluorescence polarization. Potency, µM, for the others: max response, negative = inhibition, actives largely listed as inhibitors. 2.8% of 360,000 active. AID 720504; also: potency is read from the fitted curve at half-maximal effect; series mostly up to about 57 µM; % is scaled to controls: 0 for no effect and ±100 for the full control effect; nearly all actives have a fitted effect of over 65% in size
GLP-1R inv ag – inverse agonists of human GLP-1 receptor | HEK293 GLP-1R CRE-luciferase, luminescence, 24 h; GLP-1R form is constitutively active | Potency, µM (highest dose often 38.3 µM), without a hit: at the highest dose activity change, negative = inhibition, most hits filed as inhibitors | 1.6% of 410,000 active | AID 624417; also: potency is read from the fitted curve at half-maximal effect; % is scaled to controls: 0 for no effect and ±100 for the full control effect; nearly all actives have a fitted effect of over 55% in size
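Constitutively active GLP-1R drives a cAMP-responsive luciferase in stably transfected HEK293 cells; test compounds are added after overnight (12 h) attachment and left 24 hr, and signal loss in luminescence marks inhibition.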
IL-2 act – activators of IL-2; IL-2 activation reporter assay, cell-based qHTS; stimulated with anti-CD3/CD4/CD28 beads; in transgenic mouse T cells; activation, % (series mostly up to about 46 µM); 0.065% of 360,000 active; AID 652025; in the data active = activation above about 50%; inconclusive = mostly about 30% to 49%; also: 0% is about no effect
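Unstimulated transgenic mouse T cells preincubated 60 min with compound, then stimulated with anti-CD3/anti-CD4-coated beads plus anti-CD28 for 18 h at 37 degrees C. IL-2 response read as EGFP and DsRed fluorescence by plate cytometry.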
D3 antag – antagonists of human D3 dopamine receptor; AID 652054; D3R cells, DiscoveRx beta-arrestin luminescence, antagonist mode; stronger effect = lower value; max response, negative = inhibition, %; 2.5% of 360,000 active; P35462; in the data active = max response below about -50%; inconclusive = no clear call, values can overlap the other calls; also: % is scaled to controls: 0 for no effect and ±100 for the full control effect; mostly tested at two doses, the higher about 12 µM
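Cells expressing the human receptor were seeded at 1500 cells/well, incubated overnight at 37 degrees C in 5% CO2, then exposed to library compounds with dopamine controls for 90 minutes at 37 degrees C before luminescent detection.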
DRD3 agonist – D3 dopamine receptor (human) agonism; P35462; D3R DiscoveRx beta-arrestin cells, luminescence, 90 min; max activation, %; 0.58% of 410,000 active; AID 652048; in the data active = max activation above about 30%; also: 0% is about no effect; mostly tested at two doses, the higher about 12 µM
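Agonist-mode cell screen: cells plated at 1500/well and incubated overnight at 37 °C, then exposed to library compounds for 90 min at 37 °C. Detection reagent was added for 30–60 min at room temperature, and luminescence was read.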
WRN helicase inh – inhibitors of human WRN helicase; WRN helicase unwinding, fluorescent forked duplex, kinetic; Potency, µM (doses to about 114 µM), without a hit: at the top dose activity change, negative = inhibition, actives largely listed as inhibitors; 0.46% of 360,000 active; also: potency is read from the fitted curve at half-maximal effect; % is scaled to controls: 0 for no effect and ±100 for the full control effect; nearly all actives have a fitted effect of over 55% in size
Target sequence (Q14191 whole entry, looked up): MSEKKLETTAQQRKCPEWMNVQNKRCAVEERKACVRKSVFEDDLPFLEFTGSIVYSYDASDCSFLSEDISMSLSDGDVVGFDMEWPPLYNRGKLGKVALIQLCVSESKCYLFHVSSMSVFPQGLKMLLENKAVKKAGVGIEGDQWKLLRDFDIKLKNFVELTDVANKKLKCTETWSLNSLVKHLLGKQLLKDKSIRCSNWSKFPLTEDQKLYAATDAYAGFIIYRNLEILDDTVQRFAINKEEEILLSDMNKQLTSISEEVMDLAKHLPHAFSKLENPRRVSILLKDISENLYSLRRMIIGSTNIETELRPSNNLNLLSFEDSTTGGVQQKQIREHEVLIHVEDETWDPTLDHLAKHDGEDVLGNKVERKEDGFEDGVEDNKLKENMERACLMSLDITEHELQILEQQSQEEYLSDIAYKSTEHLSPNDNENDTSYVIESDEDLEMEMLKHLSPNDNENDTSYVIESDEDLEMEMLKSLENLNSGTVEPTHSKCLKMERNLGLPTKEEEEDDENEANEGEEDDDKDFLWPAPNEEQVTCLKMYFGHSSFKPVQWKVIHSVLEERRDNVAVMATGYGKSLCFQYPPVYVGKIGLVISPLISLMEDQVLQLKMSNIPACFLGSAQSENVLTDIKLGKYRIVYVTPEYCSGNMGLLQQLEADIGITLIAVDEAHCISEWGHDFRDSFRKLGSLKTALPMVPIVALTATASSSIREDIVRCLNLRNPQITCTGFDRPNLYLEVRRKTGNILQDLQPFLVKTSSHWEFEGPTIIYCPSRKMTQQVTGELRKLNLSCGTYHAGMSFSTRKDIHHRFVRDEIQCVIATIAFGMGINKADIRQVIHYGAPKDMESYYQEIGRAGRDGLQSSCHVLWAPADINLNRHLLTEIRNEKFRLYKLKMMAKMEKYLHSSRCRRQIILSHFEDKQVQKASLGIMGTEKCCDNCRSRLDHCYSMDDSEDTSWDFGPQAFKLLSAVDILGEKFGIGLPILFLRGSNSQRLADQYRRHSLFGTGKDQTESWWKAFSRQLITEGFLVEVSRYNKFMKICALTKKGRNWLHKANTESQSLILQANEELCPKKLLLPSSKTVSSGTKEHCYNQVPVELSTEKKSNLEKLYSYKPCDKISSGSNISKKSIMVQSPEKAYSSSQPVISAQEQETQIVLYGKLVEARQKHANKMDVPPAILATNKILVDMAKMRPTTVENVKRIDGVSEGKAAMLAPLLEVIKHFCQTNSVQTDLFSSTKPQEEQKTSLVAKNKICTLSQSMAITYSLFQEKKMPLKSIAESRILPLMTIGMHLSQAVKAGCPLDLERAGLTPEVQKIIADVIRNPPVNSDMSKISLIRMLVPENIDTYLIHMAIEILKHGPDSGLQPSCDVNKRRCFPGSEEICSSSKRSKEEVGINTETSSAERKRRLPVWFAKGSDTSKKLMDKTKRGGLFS
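Primary qHTS, 1536-well format. 20 nM WRN + compound, 15 min RT; start with 100 nM forked fluorophore/quencher duplex, 2 mM ATP (final); kinetic read ex 525/em 598 nm.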
PI5P4K alpha inh – inhibitors of human PI5P4K alpha; P48426; PI5P4Kalpha enzyme, ADP-Glo luminescence, 60 min; stronger effect = lower value; max response, %; 1.2% of 330,000 active; active = max response of -50% or lower; inconclusive = between -30% and -50%; inactive = -30% or higher; also: value at the top dose of about 77 µM; % is scaled to controls: 0 for no effect and ±100 for the full control effect
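Quantitative HTS of the MLSMR library against PI5P4Kalpha with substrate. ATP added last at 5 microM final; room temperature, 60 minutes. Remaining ATP depleted, ADP converted and read as luminescence.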
Starred values were filed as active, the others as inactive; u = inconclusive; x = no result given; & = joins results of further samples; ! = a repeat was not active; [ ] = remark or other dose. Unless noted, calls follow the shape of the dose curve; as a rule, active = well fitted curve in the direction sought with a large enough effect; inconclusive = small, poorly fitted or top-dose-only effect, or another doubt; inactive = no such curve, though single readings can be large; an effect the other way counts as inactive or inconclusive. These rows are one share of the data. The share of hits here may be higher or lower than overall.

SMILES	GLP-1R agonist	HEK293 tox	PLK1 PBD inh	GLP-1R inv ag	IL-2 act	D3 antag	DRD3 agonist	WRN helicase inh	PI5P4K alpha inh
COC(=O)C1=C(c2ccccc2OCc2ccccc2)C[C@@H]2CC[C@H]1N2C(=O)NCc1ccc(Br)cc1	-1%	-30%	-20%	u	-4.2	0	-19	-4%	14
CC12CCC3C(CCC4C/C(=N/O)CCC43C)C1CCC2O (centres undefined)	-5%	-8%	-7%	19%	-0.5	1	9	-18%[57.1 µM]	3
CCc1ccc(NP(=O)(Oc2ccccc2F)Oc2ccccc2F)cc1	8%	u	-1%	u	-1.4	4	0	-29%	7
NC(=O)C1CCN(C2=C(NS(=O)(=O)c3ccc(Br)cc3)C(=O)c3ccccc3C2=O)CC1	-1%	u	-12%	14%	-2.9	-25	-7	-2%	-10
C=CCn1c(O)c(C2=c3ccccc3=NC2=O)sc1=Nc1ccc(O)cc1	13%	u	3%	u	-3.7	-25	-8	-9%	u
CN[C@H](C)[C@H](O)c1ccccc1	11%	4%	0%	6%	0.1	34	4	x	8
CCOc1cc2c(cc1OCC)-n1cccc1C(c1ccccc1O)NC2 (centres undefined)	17%	u	1%	u	-1.3	9	1	-7%	5
CCCCCn1c(Sc2ccccc2)nc2c1c(=O)[nH]c(=O)n2C	u	6%	30µM*	97%[activator]	0.0	30	0	1%	-5
COC(=O)C(=O)N1CC2(C)CNCC(C)(C1)C2=O	-2%	2%	-1%	u	0.0	-2	-5	0%	2
Cc1cccc(OP(N)(=O)Oc2cccc(C)c2)c1	0%	1%	6%	-29%	0.6	10	5	3%	-3
Cc1ccc(NS(=O)(=O)c2ccc(OCC(=O)N3CCN(C)CC3)cc2)cc1	-5%	3%	-8%	-27%	-2.2	-22	7	-15%	-6
C=Cn1ccnc1P(O)(=S)c1nc(C)c(CCOC(C)=O)s1 (centres undefined)	1%	-3%	-16%	15%	0.7	2	5	-3%	0
O=C(c1ccc(F)cc1)C(Cc1ccccc1)N1CCCCC1 (centres undefined)	9%	-8%[0.307 µM]	-8%	5%[0.307 µM]	-0.3	-16	5	-4%	4
c1ccc(CN2CCNCC2)nc1	-2%	-2%	-17%	14%	-3.4	-29	-14	-1%	2
CCOC(=O)N1CCN(C(=O)c2ccc3c(=O)n(CCC4=CCCCC4)c(=S)[nH]c3c2)CC1	-10%	-8%	-8%	u	1.3	25	-9	2%	3
CCOP(=O)(OCC)/C(=N/OC(=O)c1ccc(Cl)cc1Cl)C(N)=O	-3%	-9%	u	10%	0.5	0	1	-9%	0
C=CCn1c(O)c(C=Nc2ccc(F)cc2)c(=O)[nH]c1=O	-4%	-8%	-20%	17%	-3.7	-11	-5	2%	-1
Cc1cccc(N=C2c3cc([N+](=O)[O-])ccc3-c3c2cc([N+](=O)[O-])cc3[N+](=O)[O-])c1	6%	u	-2%	42%[activator]	-0.7	-23	-4	-22%	0
COc1ccc(OCC(=O)N2CCN(CC3CC4C=CC3C4)CC2)cc1 (centres undefined)	-4%	9%	-7%	-29%	0.3	-22	-5	4%	-11
ClCC(Br)CBr (centres undefined)	0%	2%	-7%	1%	-0.6	5	18	-4%	0
C[C@@H]1CN([C@@H](C)CO)C(=O)c2cc(NC(=O)CCC(F)(F)F)ccc2O[C@H]1CN(C)Cc1ccc(Cl)c(Cl)c1	-2%	u	-1%	u	-0.5	-24	-40	-19%	11
CC(=NCCO)c1c(O)n(C)c(=O)n(C)c1=O	-6%	6%	-2%	17%	0.0	-9	0	1%	x
NCCc1c[nH]c2ccc(C(N)=O)cc12	3%	4%	4%	2%	0.9	12	0	-1%	-1
CCOC(=O)C1=C(C)c2ccccc2OC1(C(=O)OCC)c1ccccc1 (centres undefined)	3%	7%	-23%	u	-0.7	0	-26	-6%	4
C/C=C1\NC(=O)[C@@H](NC(=O)[C@H](CCc2ccc(O)cc2)NC(=O)[C@H](C)NC(=O)[C@H](O)CO)[C@@H](C)OC(=O)[C@H](C(C)C)NC(=O)[C@H](Cc2ccc(O)cc2)N(C)C(=O)[C@H](Cc2ccccc2)N2C(=O)C(CC[C@H]2O)NC1=O (some centres undefined)	-1%	3%	-11%	11%	-0.7	0	-14	2%	-1
Next records follow.
SMILES	GLP-1R agonist	HEK293 tox	PLK1 PBD inh	GLP-1R inv ag	IL-2 act	D3 antag	DRD3 agonist	WRN helicase inh	PI5P4K alpha inh
CC=CC(C)=CC(C)C(=O)CC(O)CC1CC(=O)NC(=O)C1 (centres undefined)	-5%	2%	0%	-19%	-3.5	0	-9	14%	-1
CC(=O)Nc1nnc(CCN(CCc2nnc(NC(C)=O)s2)[N+](=O)[O-])s1	0%	-6%	-1%	15%	0.7	6	5	-1%	0
O=C(Cn1cc(C(=O)c2ccccc2F)c2ccccc21)NCc1ccco1	-6%	5%	-3%	0%	1.6	8	11	-2%	x
O=C(NCC(c1cccnc1)N1CCOCC1)Oc1ccccc1 (centres undefined)	-7%	2%	-7%	-7%	-1.5	18	1	-4%	x
CCCCCn1c(=O)c(C(=O)Nc2ccccc2Cl)c(O)c2ccccc21	-5%	6%	-1%	15%	0.1	173	1	-2%	8
Cc1ccc(C)c(NP(=O)(Oc2ccccc2)Oc2ccccc2)c1	4%	-34%	-10%	u	-4.6	21	10	-7%	19
CCOP(=O)(Cc1cc(C#N)oc1C)OCC	3%	-22%	0%	16%	1.1	14	-2	-5%	5
C[C@]12N[C@H](Cc3ccccc31)c1ccccc12	-6%&5%&1%	5%&14%	6%&-8%	-22%&7%	-0.5&0.0	12&9	10&19&-8&-20	-6%&2%	6&6
C=C(C)CSc1nnc([C@@H](N)Cc2c[nH]c3ccccc23)o1	6%	1%	-7%	-5%	1.1	4	-2	3%	2
C[C@]12CC[C@H](O)C[C@H]1CC[C@@H]1[C@@H]2CC[C@]2(C)[C@@H](C3=CC(=O)OC3)CC[C@]12O	-10%	u	-12%	0.5µM*	-0.1	6	-10	-1%	12
COC(=O)C(C)NC(=S)N1CC2C[C@@H](C1)Cn1c2cccc1=O (some centres undefined)	-3%	11%	5%	-2%	0.7	-3	-1	-5%	-1
Cc1cc(C)n2nc(C)[n+](C)c2n1	2%	10%	-8%	1%	0.9	0	1	-31%[57.1 µM]	3
O=C(C[N+]12CCC(CC1)C(CO)C2)c1ccc(Br)cc1 (centres undefined)	1%	-1%	-2%	-28%	0.7	5	-9	4%	5
Cc1c(Cc2ccccc2)c(=O)oc2cc(OCc3ccc(C(=O)O)cc3)ccc12	0%	-5%	21µM*	40%[activator]	1.1	1	1	-19%	1
CC12CN3C(O)C(C)(C1)CC(C)(C2)C3O (centres undefined)	0%	-9%	-10%	6%	-0.8	-23	0	1%	x
Clc1ccc(COC(Cn2ccnc2)c2ccc(Cl)cc2Cl)c(Cl)c1 (centres undefined)	9%	-17%&-14%	u	u	-0.8&-0.8	-8&0	47*!	-5%&-9%	-21&1
CC(C)n1c(N2CCN(S(=O)(=O)c3cccc([N+](=O)[O-])c3)CC2)nc2ccccc21	5%	-26%	-3%	u	-1.9	3	5	0%	2
N#CCCn1cc(C(=O)Nc2ccc(F)cc2)c(-c2ccc([N+](=O)[O-])cc2)n1	-4%	2%	19µM*	-9%	-0.6	4	0	6%	-7
COCCNC(=O)Cn1cc(/C=C2\C(=O)NC(=O)N(c3ccccc3F)C2=O)c2ccccc21	-4%	8%	3µM*	5%	-2.6	-9	-10	-5%	2
Cc1cc(N2C(=O)CC(N3CCC(n4c(=O)[nH]c5ccccc54)CC3)C2=O)no1 (centres undefined)	-10%	-3%	27µM*	9%	-0.1	13	2	5%	-24
Nc1cc(N2CCNCC2)ccc1[N+](=O)[O-]	-2%	u	3%	9%	-1.1	-17	-8	-9%	8
CC12CN3CC(C)(CN(C1)P3(=O)Oc1ccccc1)C2=O (centres undefined)	-10%	-12%	3%	5%	3.0	10	1	-4%	-3
O=[N+]([O-])c1cc2c(cc1CNCCc1ccc3c(c1)OCO3)OCO2	0%	-1%	-3%	-21%	-0.2	-1	12	-25%	2
CCCCOP(=O)(OCCCC)C(O)c1ccc(Br)cc1 (centres undefined)	-4%	-17%	1%	u	-0.3	8	-8	0%	2
O=P(NS(=O)(=O)c1ccc(Cl)cc1)(Oc1ccccc1)Oc1ccccc1	-3%	7%	-5%	u	1.0	-25	7	-18%	x
More records.
SMILES	GLP-1R agonist	HEK293 tox	PLK1 PBD inh	GLP-1R inv ag	IL-2 act	D3 antag	DRD3 agonist	WRN helicase inh	PI5P4K alpha inh
O=C(c1cccs1)C1CN2CCC1CC2 (centres undefined)	-3%	-8%	-9%	-4%	-0.2	-26	-2	-2%[57.1 µM]	-6
CCNc1nc(NCC)nc(N/N=C(\C)c2ccc(OC)cc2)n1	2%	u	-3%	u	-1.2	-21	-4	-8%	1
O=C(CCl)Nc1nccs1	-6%	1%	-9%	u	0.4	3	2	-18%	-1
COc1ccc2[nH]c(C)c(CCNCc3cc(OC)c(OC)c(OC)c3)c2c1	-1%	-2%	-5%	u	7.2	3	3	-10%	5
C=CCn1c(O)c(C(C)=NCCc2c[nH]c3ccccc23)c(=O)[nH]c1=O	0%	6%	-12%	11%	1.8	-11	-15	-35%	-1
O=c1[nH]c(=S)n(C2CC2)c(O)c1C=NCCc1ccccc1	6%	-2%	-6%	12%	-0.6	19	11	0%	-6
O=c1c2ccccc2nc(-c2ccco2)n1-c1ccccc1	30%	-1%	-3%	u	-0.4	14	4	3%	-6
FC(F)(F)c1ccccc1CN1CCN(Cc2ccccc2)CC1	0%	12%	-5%	25%	-1.2	u	-24	1%	x
CC(OC(=O)c1cn(C)c2ccccc12)C(=O)N1CCCC1 (centres undefined)	0%	3%	-2%	-6%	1.4	-4	3	-11%	5
CC1(C)C(=O)CCC2C1=CCC1C2CCC2(C)C(O)CCC12 (centres undefined)	14%	1%	-3%	42%[activator]	-1.0	-3	0	-18%	4
CN1CCN(c2ccc(CNC(=O)C3Cc4c(-c5ccccc5Oc5ccccc5)ccnc4O3)cc2)CC1 (centres undefined)	7%	u	-2%	u	-0.8	u	-25	-1%	1
C[C@]12C=CC(=O)C=C1C=C[C@@H]1C2CC[C@]2(C)C(=O)CCC12 (some centres undefined)	-7%	-11%	-6%	53%[activator]	-0.5	4	-2	1%	1
